SENP7 block – SENP7 protease inhibitors, primary screen, biochemical, luminescence, uHTS; Sentrin-specific protease 7 (Homo sapiens), Q9BQF6; AID 434973, 2010; inhibition, % at 5 µM; actives 1.5% (n = 330,000); recombinant SENP7, Z-RLRGG-aminoluciferin luminescence, 40 min;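 active means inhibition above about 50% at the single test dose, limit read from the data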;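 further: plate controls were DMSO with enzyme for no effect and no enzyme buffer wells for full effect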
Target sequence (Q9BQF6 706-1050 limits assumed): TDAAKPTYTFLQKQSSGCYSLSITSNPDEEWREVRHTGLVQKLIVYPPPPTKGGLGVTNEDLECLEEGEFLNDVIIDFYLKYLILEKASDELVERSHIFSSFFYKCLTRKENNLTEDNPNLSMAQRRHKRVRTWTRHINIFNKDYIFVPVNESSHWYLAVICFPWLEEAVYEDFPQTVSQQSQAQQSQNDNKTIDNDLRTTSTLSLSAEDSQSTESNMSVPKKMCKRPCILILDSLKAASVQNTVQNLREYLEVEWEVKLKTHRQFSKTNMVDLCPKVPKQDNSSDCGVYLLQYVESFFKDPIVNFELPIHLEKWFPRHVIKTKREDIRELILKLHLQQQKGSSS
SENP6 inh – SENP6 protease inhibitors, primary screen, biochemical, luminescence, uHTS. AID 2599, 2010. inhibition, % at 10 µM. Recombinant SENP6 catalytic domain, aminoluciferin luminescence. actives 1.8% (n = 330,000). Sentrin-specific protease 6 (Homo sapiens), Q9GZR1;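 active means inhibition above about 50% at the single tested dose, limit read from the data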;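 further: plate controls were DMSO wells with enzyme for no effect and DMSO wells lacking enzyme for full effect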
Target sequence (Q9GZR1 628-1112 limits assumed): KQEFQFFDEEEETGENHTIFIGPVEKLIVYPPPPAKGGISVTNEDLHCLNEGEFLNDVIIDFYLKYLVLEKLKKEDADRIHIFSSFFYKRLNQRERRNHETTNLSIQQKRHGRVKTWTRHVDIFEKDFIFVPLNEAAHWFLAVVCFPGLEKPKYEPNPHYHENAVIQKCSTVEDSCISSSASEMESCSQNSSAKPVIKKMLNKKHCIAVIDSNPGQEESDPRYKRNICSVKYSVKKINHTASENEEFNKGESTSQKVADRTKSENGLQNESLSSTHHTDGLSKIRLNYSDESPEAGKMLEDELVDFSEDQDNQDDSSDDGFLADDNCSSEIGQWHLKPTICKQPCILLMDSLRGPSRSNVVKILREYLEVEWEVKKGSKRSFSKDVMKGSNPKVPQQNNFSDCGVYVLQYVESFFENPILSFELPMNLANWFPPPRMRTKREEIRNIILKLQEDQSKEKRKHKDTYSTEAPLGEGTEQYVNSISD
Active calls of the source: *.

SENP7 block,SENP6 inh,molecule
-10,-9,COc1ccc(C(=O)/C=C/Nc2ccc(S(=O)(=O)Nc3ncccn3)cc2)cc1
0,-18,O=C(Cn1nc(C(=O)O)c2ccccc2c1=O)Nc1ccc2c(c1)C(=O)c1ccccc1C2=O
-1,-4,COc1ccc(C(C#N)Nc2ccccc2)cc1 (configuration not stated)
2,11,COc1ccc(OC)c(NC(=O)C2C3CCC(O3)C2C(=O)O)c1 (configuration not stated)
7,-9,Cc1cccc(N(CC(=O)NCCSc2nc3ccccc3s2)S(=O)(=O)c2ccccc2)c1
-8,-28,CC1(C)Oc2ccc(/C=C/C(=O)N3CCOCC3)c(O)c2C(N2CCOCC2)C1O (configuration not stated)
-4,-4,COc1ccc(C(=O)Nc2ccc3nc4n(c(=O)c3c2)CCCC4)cc1[N+](=O)[O-]
4,-12,COc1cc(-c2noc(CCC(N)=O)n2)cc(OC)c1OC
1,-2,CCCN1C(=O)/C(=C/c2ccc(C)o2)NC1=S
-3,14,O=C1NN(c2ccc(Cl)c(Cl)c2)C(=O)/C1=C/c1cccc(OC(=O)c2cccs2)c1
80*,71*,Cc1cc(C)nc(NC(=O)c2ccc3c(c2)OCO3)c1
5,9,CCC(=O)Nc1ccc(C(=O)CN2CCC(C)CC2)cc1
-6,-14,CNc1nc(SC)n(C)c(=O)c1N=O
5,-7,O=C(NC(c1ccccc1)c1cc(Cl)c2cccnc2c1O)c1cccnc1 (configuration not stated)
-7,-6,CC(=O)NN1C(=O)c2ccc(Oc3ccc4c(c3)C(=O)N(NC(C)=O)C4=O)cc2C1=O
27,53*,Nc1c(S(=O)(=O)c2cccs2)c2nc3ccccc3nc2n1CCc1ccccc1
0,-4,O=C(C1CCCCC1)N1CC(=O)N2CCc3ccccc3C2C1 (configuration not stated)
0,-9,COc1ccc(Nc2cc(C(=O)NCc3ccccn3)c3ccccc3n2)c(OC)c1
8,4,Cc1ccc2occ(CN3CCN(Cc4ccccc4)CC3)c(=O)c2c1
5,-12,O=C(Nc1ccccc1-c1ccccc1)C(=O)Nc1ccccc1-c1ccccc1
-1,14,O=C1Nc2ccc(Br)cc2/C1=C/c1ccc(C(=O)O)cc1
-9,-15,COc1cccc(CN2CCNC(=O)C2CC(=O)N(C)CCc2ccccn2)c1OC (configuration not stated)
-3,-2,CC(=O)C1=C(O)C(=O)N(c2cccnc2)C1c1ccc([N+](=O)[O-])cc1 (configuration not stated)
8,-4,O=C(NS(=O)(=O)c1ccccc1Cl)c1ccc[nH]1
1,12,O=c1c2ccccc2cnn1Cc1n[nH]c(=S)n1-c1ccc(Cl)cc1Cl
3,-9,Cc1ccc(NC(=O)Cn2cnc3sc(C(=O)NCCN(C)C)c(C)c3c2=O)cc1Cl
0,-22,Cn1c(=O)c2c(ncn2CC(=O)N/N=C/c2c[nH]c3ccccc23)n(C)c1=O
2,5,O=[N+]([O-])c1ccc(Cl)c(/C=N/n2c(-c3cccnc3)n[nH]c2=S)c1
5,-4,C#CCOCCOCCOCCNc1nc(N2CCN(C(=O)[C@H](CCC(=O)O)n3cc(C(N)CO)nn3)CC2)nc(N2CCN(C(=O)[C@H](Cc3ccc(O)cc3)n3cc(C(N)CC(C)C)nn3)CC2)n1 (some centres not stated)
9,-8,COC(=O)c1c(-c2ccc(OC)cc2)sc2ccccc12
-6,-12,O=C1C2CCCN2c2ccc(S(=O)(=O)N3CCOCC3)cc2N1Cc1cccc(C(F)(F)F)c1 (configuration not stated)
-5,9,COc1cc([N+](=O)[O-])ccc1NC(=O)CSc1nc2ccccc2n1-c1ccccc1
8,-4,CC(C)c1ccc(C2C3CSCC=C3C(C#N)=C(N)C2(C#N)C#N)cc1 (configuration not stated)
7,6,CNC(=O)c1cc2c(ccc3ccccc32)oc1=N
-2,-8,COC(=O)c1sccc1-c1ccc(C(N)=O)o1
95*,86*,CCN(CC)c1ccc(/C=C/c2nc3ccccc3s2)cc1
-5,-36,FC(F)(F)c1cccc(NC(=S)NNC(=S)Nc2cccc(C(F)(F)F)c2)c1
4,-15,CCn1c2ccccc2c2cc(CN3CCN(S(=O)(=O)CC)CC3)ccc21
0,-11,COc1cccc(-n2c([S-])c(C(=O)Nc3ccc(C(F)(F)F)cc3)[n+]3ccccc23)c1
-9,-9,CCCOc1ccc2oc(=O)c3c(c2c1)CCCN3C(=O)CN1CCN(C(=O)c2ccco2)CC1
1,-15,CCc1cc2c(=O)c(-c3nc4ccccc4n3C)c(C)oc2c(CN2CCN(C)CC2)c1O
12,-4,C[C@H]1O[C@H](O[C@H]2[C@H](O)[C@@H](O)[C@@H](O[C@H]3[C@H](O)[C@@H](O)C(O)O[C@@H]3CO)O[C@@H]2CO)[C@H](O)[C@@H](O)[C@@H]1N[C@H]1C=C(CO)[C@@H](O)[C@H](O)[C@H]1O (some centres not stated)
2,5,C#CCOCCOCCOCCNc1nc(N2CCN(C(=O)CCCCCCCCCCNC(=O)[C@H](CO)n3cc(CCCSC)nn3)CC2)nc(N2CCN(C(=O)CCCCCCCCCCNC(=O)[C@@H]([C@H](C)O)n3cc(C)nn3)CC2)n1
-2,-4,Nc1c2c(nc3c1CCC3)CCCC2
-5,-9,CCn1c(SCC(=O)c2c(N)n(C)c(=O)n(C)c2=O)nnc1-c1ccccc1
-4,5,COc1ccc2cc(/C=C/C(=O)c3ccco3)c(Cl)nc2c1
5,-8,CCOC(=O)c1cnc(SCC(=O)Nc2ccc(N3CCOCC3)cc2)nc1N
6,-5,C=CCn1cnc2c(c1=O)c1nc3ccccc3nc1n2-c1ccc(C)cc1
-8,-19,O=C(OCC(=O)N1CCN(c2ccccc2)CC1)c1cnc(Cl)c(Cl)c1
12,11,CCOC(=O)C1=C(C)N=C2SCCC(=O)N2C1c1ccc(OC)cc1 (configuration not stated)
-2,-3,CN(C)c1ccc(/C=C2\C(=N)N3C(=NC2=O)Sc2cc(S(C)(=O)=O)ccc23)cc1
0,-6,CC(=O)c1ccccc1NC(=O)CSc1nnc2ccccn12
-3,-1,CCN1C(=O)[C@H]2[C@@H](c3ccc(-c4ccc(F)cc4)c(OC)c3)N[C@@](CC(C)C)(C(=O)OC)[C@H]2C1=O
6,-11,Cc1ccc(S(=O)(=O)NCc2ccc(C(=O)NCc3cccnc3)cc2)cc1
3,-13,COC(=O)N/N=C(/c1ccccc1)C1CCCCC1
9,-2,COc1ccc(/C=C2\SC(=Nc3ccccc3)NC2=O)cc1
-2,-3,C=CC[C@@H]1C=C[C@H](O/N=C/[C@@H](NS(=O)(=O)c2ccc(C)cc2)[C@H](C)/C=C/CC(=O)OC)[C@@H](CO)O1
-12,-23,COc1ccc(-c2nnc3sc(-c4ccccn4)nn23)cc1
-5,-1,CC1CCN(c2nc3ccccc3nc2C(C#N)C(=O)NC2CCCCC2)CC1 (configuration not stated)
-8,-7,CC(=O)Nc1ccc(S(=O)(=O)Nc2ccc3c(c2)C(=O)OC3)cc1

Compounds listed so far that have fluorine:
SENP7 block,SENP6 inh,molecule
-6,-12,O=C1C2CCCN2c2ccc(S(=O)(=O)N3CCOCC3)cc2N1Cc1cccc(C(F)(F)F)c1 (configuration not stated)
-5,-36,FC(F)(F)c1cccc(NC(=S)NNC(=S)Nc2cccc(C(F)(F)F)c2)c1
0,-11,COc1cccc(-n2c([S-])c(C(=O)Nc3ccc(C(F)(F)F)cc3)[n+]3ccccc23)c1
-3,-1,CCN1C(=O)[C@H]2[C@@H](c3ccc(-c4ccc(F)cc4)c(OC)c3)N[C@@](CC(C)C)(C(=O)OC)[C@H]2C1=O

Further compounds.
SENP7 block,SENP6 inh,molecule
-5,-12,O=C(CN1CCSCC1)N/N=C/c1ccc(Cl)cc1
-4,-14,COc1ccc2c(=O)c3c(=O)n(-c4ccc(C)cc4)c(-c4ccccc4)nc3oc2c1
2,-30,CC(C)CC1NC(=O)c2cc(Cl)ccc2-n2c1nc1ccccc1c2=O (configuration not stated)
2,4,COc1ccc(CC(NC(C)=O)C(=O)NC2CCN(c3c(Cc4ccccc4)c(C)nc4ncnn34)CC2)cc1OC (configuration not stated)
-2,-17,COc1cccc(-c2nnc3sc(-c4ccc(C)cc4)nn23)c1
-1,-6,Cc1nn(-c2ccccc2)c2sc(C(=O)OCN3C(=O)c4ccccc4C3=O)cc12
-8,13,N#CCCN/N=C(/Cc1nc2ccccc2[nH]1)c1ccc(Cl)cc1
16,77*,Cc1ccccc1Nc1nc(-c2sc(NC(=O)c3cccc(Cl)c3)nc2C)cs1
5,11,Cc1cccc(-n2c(SCc3cc(=O)n4c(C)cccc4n3)nc3[nH]ncc3c2=O)c1
2,2,CCn1c(SCC(=O)N/N=C/C=C/c2ccccc2[N+](=O)[O-])nnc1-c1ccc(Cl)cc1
4,-7,COc1cc(OC)cc(C(=O)Nc2cccc(-c3ccc4nncn4n3)c2)c1
-5,-26,NC(=O)c1cc([N+](=O)[O-])ccc1NCCN1C(=O)c2ccccc2C1=O
-4,0,COc1ccc2c(c1)O[C@@H](c1cccc(C(F)(F)F)c1)[C@H](O)C2=O
1,-4,CCn1c(SCC(=O)NCc2ccco2)nnc1-c1ccncc1
21,-20,Cn1c(SCC(=O)NCc2ccc(F)cc2)nc2c([nH]c3ccccc32)c1=O
-3,0,O=C(CSc1nnc2c3ccccc3c3ccccc3c2n1)Nc1ccccc1
5,-1,O=c1oc2cc(OCc3ccc(F)cc3F)ccc2cc1-c1ccc2ccccc2n1
5,-4,CCOC(=O)c1sc(NC(=O)/C=C/c2cnn(C)c2C)c(C(=O)OCC)c1C
1,-32,OC(CN1CCNCC1)Cn1ccc2ccccc21 (configuration not stated)
-1,-8,COc1ccc(CNC(=O)c2sc3nc4c(c(C(F)(F)F)c3c2N)CCC4)cc1
-6,-9,O=C(CN1CCCN(S(=O)(=O)c2ccc(Br)cc2)CC1)Nc1ccc2c(c1)OCO2
7,1,COc1cccc(CC(NC(C)=O)C(=O)NC2CCN(c3c4c(nc5ncnn35)CCC4)CC2)c1OC (configuration not stated)
-1,1,COc1ccc(/C=N/c2sc3c(c2C#N)CCN(Cc2ccccc2)C3)c(O)c1
-2,8,CCSc1nc(N)c2c3c(sc2n1)CN(C)CC3
8,-1,N[C@@H](Cc1c[nH]c2ccccc12)C(=O)O
-9,-1,O=C(C1CCC1)N1CCc2cc(S(=O)(=O)N3CCc4ccccc4C3)ccc21
-1,-18,CNC[C@@H]1Oc2ccc(NC(=O)Nc3cccc4ccccc34)cc2C(=O)N([C@@H](C)CO)C[C@@H]1C
2,-9,CCN(CC)c1ccc(/C=N/NC(=O)C(O)(c2ccccc2)c2ccccc2)o1
-1,-5,CCOCC(=O)Nc1cc(Cl)c(OC)cc1OC
-11,-25,CC(=O)c1ccc(NC(=O)C(C)Sc2nnc(C3CCCCC3)o2)cc1 (configuration not stated)

Ordered by count of non-hydrogen atoms (lowest first): some entries from above
SENP7 block,SENP6 inh,molecule
-5,-12,O=C(CN1CCSCC1)N/N=C/c1ccc(Cl)cc1
5,-4,CCOC(=O)c1sc(NC(=O)/C=C/c2cnn(C)c2C)c(C(=O)OCC)c1C
-3,0,O=C(CSc1nnc2c3ccccc3c3ccccc3c2n1)Nc1ccccc1

Going on with the list:
SENP7 block,SENP6 inh,molecule
-34,-32,Cc1cc(C)nc(S/C=C/C(=O)c2ccc(F)cc2)n1
6,-9,Cc1ccc2c(c1)-c1ncc(C(=O)c3cc(Br)ccc3O)cc1CO2
1,-4,Cc1ccc2c(c1)sc1ncc(NC(=O)c3ccc(F)cc3)c(=O)n12
8,-23,COc1ccc(CNc2cc(C)cc(C)c2)cc1OC
-4,-23,COc1ccc(C(=O)NC(=O)COC(=O)c2ccc3ncsc3c2)cc1
-1,15,COc1ccc(NC(=S)N(C(C)C)C2CCN(C(C)C)CC2)cc1Cl
-6,-44,COC(=O)C1CCN(CC(=O)Nc2cc(Cl)ccc2OC)CC1
-6,-7,O=C(NCc1cccnc1)C(=O)Nc1nccs1
8,-17,Cc1ccc(C(=O)n2nnc3ccccc32)cc1
-10,2,Cc1ccsc1C1CC(=O)OC2=C1C(=O)CC(C)(C)C2 (configuration not stated)
1,11,O=C(Cn1nc(-c2ccc3c(c2)OCCO3)ccc1=O)Nc1cccc(NC(=O)c2ccccn2)c1
2,3,CC(C)(C)OC(=O)NCCCC1=CC2=CC(=O)C(C)(OC(=O)C3CCCC3)C(=O)C2=CO1 (configuration not stated)
0,8,Cc1nn(-c2ccccn2)c2c1C(c1c(F)cccc1Cl)C1=C(N2)c2ccccc2C1=O (configuration not stated)
5,-8,O=C(Cn1c2ccc(F)cc2c2nc3n(c(=O)c21)CCS3)Nc1ccccc1F
1,7,Cc1nc2c3ccccc3n(CCN3CCCCC3)c2s1
4,2,COc1ccc(C2C=C(c3ccc(Br)s3)Nc3ncnn32)cc1OC (configuration not stated)
8,3,O=C1Nc2ccccc2C12OCCS2 (configuration not stated)
7,-7,Cc1nc(N2CCCCC2)sc1C(=O)c1ccc(Cl)c([N+](=O)[O-])c1

In the list so far, these have a nitro group on carbon.
SENP7 block,SENP6 inh,molecule
-4,-4,COc1ccc(C(=O)Nc2ccc3nc4n(c(=O)c3c2)CCCC4)cc1[N+](=O)[O-]
-3,-2,CC(=O)C1=C(O)C(=O)N(c2cccnc2)C1c1ccc([N+](=O)[O-])cc1 (configuration not stated)
2,5,O=[N+]([O-])c1ccc(Cl)c(/C=N/n2c(-c3cccnc3)n[nH]c2=S)c1
-5,9,COc1cc([N+](=O)[O-])ccc1NC(=O)CSc1nc2ccccc2n1-c1ccccc1
2,2,CCn1c(SCC(=O)N/N=C/C=C/c2ccccc2[N+](=O)[O-])nnc1-c1ccc(Cl)cc1
-5,-26,NC(=O)c1cc([N+](=O)[O-])ccc1NCCN1C(=O)c2ccccc2C1=O
7,-7,Cc1nc(N2CCCCC2)sc1C(=O)c1ccc(Cl)c([N+](=O)[O-])c1

A portion of the library; rates above refer to the full screens.
